Screening data as filed in PubChem.
CBFb-RUNX1 inh – qHTS Assay for Compounds Blocking the Interaction Between CBF-beta and RUNX1 for the Treatment of Acute Myeloid Leukemia | Runt-related transcription factor 1 (Homo sapiens) + Core-binding factor subunit beta … | AlphaScreen CBFb-His/RUNX1-biotin binding, biochemical | Potency, µM (doses to about 59.8 µM), for inactives: at the highest dose activity, negative = inhibition, usual class: inhibitors | 230,000 tested, under 10 active | AID 1477, 2009; note: % of control where 0% means no effect
Target sequence (Q01196 whole entry, looked up): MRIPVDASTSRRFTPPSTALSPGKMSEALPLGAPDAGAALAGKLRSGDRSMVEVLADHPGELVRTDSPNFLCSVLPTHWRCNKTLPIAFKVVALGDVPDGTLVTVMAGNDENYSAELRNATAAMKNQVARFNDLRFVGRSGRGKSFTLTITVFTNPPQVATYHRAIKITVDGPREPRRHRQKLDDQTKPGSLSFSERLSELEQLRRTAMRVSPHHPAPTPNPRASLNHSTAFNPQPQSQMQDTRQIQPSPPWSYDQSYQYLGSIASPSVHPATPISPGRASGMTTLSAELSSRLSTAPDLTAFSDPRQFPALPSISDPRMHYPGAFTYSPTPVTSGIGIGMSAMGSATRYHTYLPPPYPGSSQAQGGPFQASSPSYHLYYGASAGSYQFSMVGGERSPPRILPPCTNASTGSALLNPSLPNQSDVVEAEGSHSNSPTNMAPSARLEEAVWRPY
Target sequence (Q13951 whole entry, looked up): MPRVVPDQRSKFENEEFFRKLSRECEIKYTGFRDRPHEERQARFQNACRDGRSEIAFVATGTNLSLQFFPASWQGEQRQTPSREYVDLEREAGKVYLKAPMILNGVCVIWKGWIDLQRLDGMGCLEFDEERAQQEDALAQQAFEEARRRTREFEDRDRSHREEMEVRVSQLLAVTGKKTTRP
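AlphaScreen proximity signal reports loss of binding between His-tagged CBF-beta and biotin-labelled RUNX1, each at 30 nM. Proteins are pre-associated for 20 minutes, compounds added for 15 minutes, then beads for 90 minutes, all at ambient temperature.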
TRb SRC2 PPI – qHTS for Inhibitors of the Interaction of Thyroid Hormone Receptor and Steroid Receptor Coregulator 2. Thyroid hormone receptor beta (Homo sapiens), P10828. TRbeta-SRC2 peptide binding, fluorescence polarization; receptor liganded with 1 µM T3. Potency, µM (doses to about 106 µM), without a hit: at the top dose activity change, negative = inhibition, actives largely listed as inhibitors. actives 0.065% (n = 280,000). AID 1469, 2008;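 note: potency is the fitted concentration of half-maximal effect; plate controls were bound peptide for no effect and peptide without receptor for full effect; nearly all actives have a fitted effect of over 50% in size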
Target sequence (P10828 whole entry, looked up): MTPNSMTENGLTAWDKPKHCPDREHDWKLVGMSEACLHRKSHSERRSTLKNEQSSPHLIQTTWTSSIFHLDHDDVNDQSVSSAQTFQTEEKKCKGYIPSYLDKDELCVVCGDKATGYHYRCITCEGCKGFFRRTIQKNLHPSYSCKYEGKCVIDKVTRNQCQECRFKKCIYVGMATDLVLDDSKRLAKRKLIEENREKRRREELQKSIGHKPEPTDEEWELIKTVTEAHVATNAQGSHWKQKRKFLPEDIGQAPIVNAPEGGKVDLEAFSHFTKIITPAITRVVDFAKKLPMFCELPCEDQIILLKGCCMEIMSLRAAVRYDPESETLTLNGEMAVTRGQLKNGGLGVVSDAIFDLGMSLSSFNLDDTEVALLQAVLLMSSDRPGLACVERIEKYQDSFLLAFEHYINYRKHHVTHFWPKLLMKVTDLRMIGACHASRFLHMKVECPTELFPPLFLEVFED
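Compounds were added to 0.6 uM TRb ligand-binding domain and 20 nM Texas Red-labeled SRC2 peptide in Tris buffer containing 1 uM T3, incubated 5 hr at ambient temperature, then read by fluorescence polarization.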
Epigenetic reg – Quantitative High-Throughput Screen for Regulators of Epigenetic Control | murine LDR cells, GFP reporter derepression, 30 h | Potency, µM (top dose mostly 53.9 µM), for the others: at the highest dose GFP activation, hits mostly activators | actives 0.2% (n = 280,000); note: potency is the fitted concentration of half-maximal effect; % of control where 0% means no effect; nearly all actives have a fitted effect of over 60% in size
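Murine LDR cells carrying a silenced, genomically integrated CMV-driven GFP reporter were exposed to compound for 30 hours at 37 C. After PBS washes, GFP-positive cells (20–120 um objects) were counted by laser-scanning microplate cytometry.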
GLA spleen mod – qHTS Assay for Inhibitors and Activators of Human alpha-Galactosidase From Spleen Homogenate; Alpha-galactosidase A (Homo sapiens), P06280; human spleen homogenate, 4MU-alpha-Gal fluorescence, 40 min; Potency, µM (titrated, usually from 80 µM), inactives show at the highest dose activity change, negative = inhibition, usual class: inhibitors; actives 0.008% (n = 240,000); AID 2107, 2009;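 note: potency is the fitted concentration of half-maximal effect; 0% = enzyme with vehicle and -100% = no enzyme basal signal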
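Fluorogenic readout (Ex 365/Em 440 nm) of 4-methylumbelliferone released from 1 mM 4-MU-alpha-galactoside by spleen homogenate, 40 min at 37C, pH 5.0. Data normalized to no-enzyme and enzyme controls; Hill-equation AC50 from compound titrations.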
TR SRC2 fluor cs – Total Fluorescence Counterscreen for Inhibitors of the Interaction of Thyroid Hormone Receptor and Steroid Receptor Coregulator 2. TRb/SRC2 Texas Red total fluorescence interference. Potency, µM (series often up to 106 µM), for the others: at the top dose fluorescence change, negative = quenching. actives 0.29% (n = 280,000). AID 1479, 2009; active = well fitted curve in either direction with a large enough effect; inconclusive = small, poorly fitted or top-dose-only effect; note: potency is the fitted concentration of half-maximal effect; % is set by controls: 0 for no effect and ±100 for the full control effect
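Human TRβ ligand-binding domain (0.6 uM) and Texas Red SRC2 peptide (20 nM) in Tris buffer with 1 uM T3 and 5% DMSO were incubated with pinned compound for 5 hr at ambient temperature. Total fluorescence was computed as S + 2P (555/632 nm).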
Tau fluor cs – Counterscreen qHTS for Inhibitors of Tau Fibril Formation, Fluorescence Polarization; actives 0.93% (n = 280,000); AID 1463, 2008; tau K18 P301L Alexa594 fluorescence, heparin fibrillization; Potency, µM (titrated, usually from 57.7 µM), for the others: top-dose activity change, negative = decrease; note: potency is the fitted concentration of half-maximal effect; % is set by controls: 0 for no effect and ±100 for the full control effect; nearly all actives have a fitted effect of over 55% in size
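Human tau K18 P301L (15 uM unlabeled, 0.24 uM Alexa 594-labeled) in 100 mM sodium acetate pH 7 with 20 uM heparin, 6 hr at 37 C. ThT 30 uM added, 1 hr ambient; Alexa 594 FP and total fluorescence read at 555/632 nm.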
NPSR antagonist – qHTS Assay for Antagonists of the Neuropeptide S Receptor: cAMP Signal Transduction; CHO-NPSR cells, cAMP TR-FRET, antagonist mode; Potency, µM (doses to about 38.3 µM), inactives show at the top dose activity change, negative = inhibition, most hits filed as inhibitors; actives 1% (n = 220,000); Q6W5P4; note: potency is the fitted concentration of half-maximal effect; % is set by controls: 0 for no effect and ±100 for the full control effect; nearly all actives have a fitted effect of over 50% in size; many of its hits are not listed in these tables
Tau fibril FP – qHTS for Inhibitors of Tau Fibril Formation, Fluorescence Polarization | K18 P301L tau heparin fibrillization, Alexa594 FP, 6 h | Potency, µM (top dose mostly 57.7 µM), for inactives: at the top dose activity, negative = inhibition, usual class: inhibitors | actives 0.39% (n = 280,000) | Microtubule-associated protein tau (Homo sapiens), P10636; note: potency is the fitted concentration of half-maximal effect; % is set by controls: 0 for no effect and ±100 for the full control effect; nearly all actives have a fitted effect of over 55% in size
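K18 P301L tau (15 uM unlabeled/0.24 uM Alexa 594-labeled, final) + compound + heparin 20 uM final; 100 mM NaOAc pH 7; 6 hr 37 C; ThT 30 uM final added, 1 hr RT; FP ex 555/em 632 nm.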
The depositor's hits bear a star; ? = inconclusive; . = no result given; [ ] = dose if it differs, or a comment. Unless noted, calls come from the whole dose curve; as a rule, active = well fitted curve in the direction sought with a large enough effect; inconclusive = small, poorly fitted or top-dose-only effect, or another doubt; inactive = no such curve, though single readings can be large; an effect the other way counts as inactive or inconclusive.

Sample of the layout (six entries):
| Structure | CBFb-RUNX1 inh | TRb SRC2 PPI | Epigenetic reg | GLA spleen mod | TR SRC2 fluor cs | Tau fluor cs | NPSR antagonist | Tau fibril FP |
| --- | --- | --- | --- | --- | --- | --- | --- | --- |
| COc1ccc2[nH]c3c(N4CCC(O)(c5cccc(C(F)(F)F)c5)CC4)ncnc3c2c1 | -3% | 3% | 0.0% | 3% | -4% | 16µM*[quencher] | ? | 13% |
| COc1ccc(-c2ccc(C3C(C#N)=C(N)Oc4n[nH]c(C)c43)o2)cc1 (stereo not given) | -9% | 5% | 0.0% | -3% | -11% | ? | -15%[46.1 µM] | -1% |
| Nc1nc2n(n1)C(c1ccco1)CC(c1ccccc1)N2 (stereo not given) | -3% | -13% | -1.0% | 4% | 0% | -2% | 1%[46.1 µM] | 6% |
| N/C(=N\OC(=O)Cc1ccccc1)c1ccncc1 | 4% | -1%[53 µM] | 3.0% | 2% | 0%[53 µM] | -1% | -2% | -4% |
| CCCCCCOc1ccc(N2C(=O)CC(NCCc3ccc(S(N)(=O)=O)cc3)C2=O)cc1 (stereo not given) | -3% | -12% | -1.0% | -1% | 5% | -10% | 4%[46.1 µM] | ? |
| CNC(=O)CN1C(=O)NC2(CCc3ccccc3C2)C1=O (stereo not given) | -16% | -7% | -2.7% | -3% | -1% | 5% | 3% | 3% |

Main list, from the first entry:
| Structure | CBFb-RUNX1 inh | TRb SRC2 PPI | Epigenetic reg | GLA spleen mod | TR SRC2 fluor cs | Tau fluor cs | NPSR antagonist | Tau fibril FP |
| --- | --- | --- | --- | --- | --- | --- | --- | --- |
| COc1ccc2[nH]c3c(N4CCC(O)(c5cccc(C(F)(F)F)c5)CC4)ncnc3c2c1 | -3% | 3% | 0.0% | 3% | -4% | 16µM*[quencher] | ? | 13% |
| COc1ccc(-c2ccc(C3C(C#N)=C(N)Oc4n[nH]c(C)c43)o2)cc1 (stereo not given) | -9% | 5% | 0.0% | -3% | -11% | ? | -15%[46.1 µM] | -1% |
| Nc1nc2n(n1)C(c1ccco1)CC(c1ccccc1)N2 (stereo not given) | -3% | -13% | -1.0% | 4% | 0% | -2% | 1%[46.1 µM] | 6% |
| N/C(=N\OC(=O)Cc1ccccc1)c1ccncc1 | 4% | -1%[53 µM] | 3.0% | 2% | 0%[53 µM] | -1% | -2% | -4% |
| CCCCCCOc1ccc(N2C(=O)CC(NCCc3ccc(S(N)(=O)=O)cc3)C2=O)cc1 (stereo not given) | -3% | -12% | -1.0% | -1% | 5% | -10% | 4%[46.1 µM] | ? |
| CNC(=O)CN1C(=O)NC2(CCc3ccccc3C2)C1=O (stereo not given) | -16% | -7% | -2.7% | -3% | -1% | 5% | 3% | 3% |
| Cc1ccc(S(=O)(=O)/N=C(/Nc2c(C)n(C)n(-c3ccccc3)c2=O)c2ccccc2)cc1 | 2% | -3% | 0.0% | -13% | -2% | 19% | 22% | -2% |
| CCOC(=O)c1cc2c(=O)n3cccc(C)c3nc2n(CCOC)c1=NC(C)=O | 2% | -6% | 2.5% | ? | -1% | -6% | -35% | 1% |
| Cc1cc(F)ccc1NC(=O)C1CCCN(S(=O)(=O)c2ccc3c(c2)CCCC(=O)N3)C1 (stereo not given) | . | 1% | -0.2% | . | -7% | -15% | . | -8% |
| COC(=O)CSc1ncc2c(n1)-c1ccccc1N(Cc1ccc(Cl)cc1)S2(=O)=O | . | 7% | -2.3% | . | -8% | -18% | . | -9% |
| Cc1c(C(=O)Oc2cccc3cccnc23)cccc1[N+](=O)[O-] | -17% | -2% | -0.3% | 2% | -2% | -20% | -24% | -9% |
| COc1ccccc1-c1c(C)oc2c(CN3CCN(CCO)CC3)c(O)ccc2c1=O | 1% | -1% | 0.0% | 3% | 0% | -2% | -1%[46.1 µM] | -7% |
| CCCOc1ccc(N2CC(C(=O)Nc3ccccc3C(=O)NC)CC2=O)cc1 (stereo not given) | 6% | -2% | -1.1% | 4% | 0% | 1%[2.34 µM] | -4% | -2% |
| COc1ccc(-c2cc(C(=O)NCCc3ccccc3)c3c(-c4ccc(Cl)cc4)[nH]nc3n2)cc1 | . | -8% | 0.5% | . | -1% | -2% | . | -18% |
| CSc1nnc([C@H](Cc2c[nH]c3ccccc23)NC(=O)OC(C)(C)C)o1 | 3% | -3% | 0.0% | -8% | -1% | -18% | 4% | 7% |
| CCc1nc(SCC(=O)Nc2cc(C)on2)n[nH]1 | 8% | 12% | 7.2% | 4% | 2% | 1% | ? | -1% |
| CCN(CC)C(=O)C1CCCN(c2ccccc2[N+](=O)[O-])C1 (stereo not given) | 10% | -1% | -2.9% | 10% | -1% | 6% | -3% | 3% |
| Cc1ccc2nc(-c3ccc(NC(=O)C4CCCO4)cc3)[nH]c2c1 (stereo not given) | -4% | 5% | -1.8% | -4% | -2% | -13% | -13%[46.1 µM] | 3% |
| Cc1ccc(OCc2cc(C(=O)Nc3ccccc3)oc2C)cc1 | 2% | 7% | 0.7% | 8% | -6% | -26% | -20%[46.1 µM] | -12% |
| Cc1nn(C)c(Cl)c1NC(=O)OCc1ccc(F)cc1 | 2% | -1% | -1.1% | 3% | -4% | -4% | 22%[46.1 µM] | 6% |
| Cc1cc(C)c(C(N)=O)c(NC(=O)Nc2ccccc2Cl)n1 | 3% | -6% | -1.9% | 7% | 0% | 1% | -2%[46.1 µM] | -2% |
| CC(C)(C)c1ccc(-c2nc(C#N)c(NCc3ccncc3)o2)cc1 | 2% | -5% | -9.0% | 5% | -2% | ? | -22%[46.1 µM] | 10% |
| Cc1cc(NC(=S)NC(=O)/C=C/c2ccc(S(=O)(=O)N3CCOCC3)cc2)ccc1Br | -2% | -21% | 0.9% | 6% | 0% | -16% | -7% | ? |
| Cn1cc(S(=O)(=O)N2CCCCC2)cc1C(=O)Nc1cccc(C#N)c1 | . | -11% | 0.6% | . | 4% | -6% | . | -8% |
| CCC(=O)Nc1cc(C(=O)OCc2ccc(C(=O)Oc3ccccc3)cc2)ccc1C | -11% | -6% | ? | -5% | 0% | -6% | -22% | -10% |
| CO/N=C(/C)CCC(=O)OC[C@@H]1O[C@H](C#Cc2ccccc2)C=C[C@@H]1Oc1ccc(C)cc1 | 17%[13.1 µM] | 0%[11.2 µM] | 0.0%[10.1 µM] | 1%[17.5 µM] | -2%[11.2 µM] | -6%[11.6 µM] | . | -4%[11.6 µM] |
| COc1ccc(Cn2c(CO)cnc2SCc2ccc(C)cc2)cc1 | . | -5% | -1.7% | . | -2% | -3% | . | 5% |
| CCN(CC)S(=O)(=O)c1cccc(C(=O)OCC(=O)c2ccc3c(c2)OCCO3)c1 | 4% | -1%[53 µM] | -1.3% | 4% | -2%[53 µM] | -24% | -4% | -10% |
| O=C(OCC(=O)N1CCN(c2ccccc2)CC1)c1ccc2ccccc2n1 | 3% | -7% | -1.4% | 9% | -2% | -7% | -14%[46.1 µM] | 3% |
| Cc1ccc(-c2cc(C(=O)Nc3ccccc3C)c3ccccc3n2)o1 | 11% | -2% | 1.2% | -13% | -4% | -10% | 7%[46.1 µM] | -2% |
| Cc1ccc(S(=O)(=O)/N=C2/NC(=O)/C(=C/c3ccc(Br)o3)S2)cc1 | -5% | 0%[53 µM] | -1.3% | 5% | -6%[53 µM] | -3% | -19% | -8% |
| COC(=O)c1ccccc1NC(=O)c1ccc(-c2nc(CSc3ccc(C)cc3)c(C)o2)cc1 | . | 5% | 4.6% | . | -1% | 6% | . | 2% |
| CCOC(=O)c1c(C)[nH]c(C)c1S(=O)(=O)N1CCCC(C(=O)NCc2ccc(N(C)C)cc2)C1 (stereo not given) | . | -5% | 0.4% | . | 0% | -14% | . | ? |
| O=C(NCCc1ccccc1)c1c(O)c2cccc3c2n(c1=O)CC3 | 0% | -7% | -1.0% | 2% | 0% | -20% | -6%[46.1 µM] | 8% |
| CCCCCC1CC(CC(=O)Nc2nncs2)C(=O)O1 (stereo not given) | 0% | 0% | 0.0% | -3% | -2% | -1% | 0%[46.1 µM] | -5% |
| Cc1ccc(-n2c(C)cc(/C=N/NC(=O)CC3(C)OCCO3)c2C)cc1 | 0% | -8% | 0.9% | -2% | -4% | -4% | -25%[46.1 µM] | -3% |
| O=C(CSC1=Nc2ccccc2N=C(c2ccc(F)cc2)C1)Nc1cc(F)ccc1F | . | -4% | 2.5% | . | 0% | -26% | . | ? |
| O=C(O)CC1=C(O)C(=O)N(c2ccccc2)C1c1ccccc1 (stereo not given) | 8% | -3% | 0.0% | 0% | -3% | 2% | 6%[46.1 µM] | 3% |
| CCO[C@H]1OC(C(=O)NC2CC2)=C[C@@H](c2coc3ccccc3c2=O)[C@@H]1CCCO | 4% | -3% | -0.7% | 1% | -2% | -1% | 1% | -6% |
| O=C(O)c1ccnc(C(=O)O)c1 | -1% | -18% | 0.8% | -2% | 1% | -10% | -2%[46.1 µM] | ? |
| COC(=O)[C@H](CC(C)C)NC(=O)Nc1ccc2c(c1)OCCO2 | 2% | 0% | -1.6% | -4% | 1% | -2% | 0%[46.1 µM] | 2% |
| CCN(CC)S(=O)(=O)c1ccc(=O)[nH]c1 | 11% | 0% | 4.5% | 1% | 0% | 6% | 7% | -3% |
| Cc1nnc(NC(=O)C2CCCN2S(=O)(=O)c2ccc(Cl)cc2)s1 (stereo not given) | 3% | -1% | -0.6% | 0% | -4% | 10% | -5% | 2% |
| CCOc1cc(CNCc2cccs2)ccc1OCC(=O)NC(C)(C)C | -5% | 3% | -0.9% | -12% | -1% | -4% | 18% | -6% |
| Cc1nn(C)c(C)c1NC(=O)c1ccnn1C | 7% | -4% | 2.9% | 7% | -3% | 2% | -3%[46.1 µM] | 0% |

Some of the compounds tested; the hit share may differ from the screen's.
